Screening results (PubChem)
Lipid storage S3 = qHTS Assay for Lipid Storage Modulators in Drosophila S3 Cells. AID 2685, 2010. Potency in µM for hits, for the others lipid storage change, negative = inhibition, % at the top dose, mostly 46.1 µM. actives 0.64% (n = 320,000). Drosophila S3 cells, BODIPY lipid droplet fluorescence, 18-24 h; cells fed with added oleic acid; active = well fitted inhibition curve with a large enough effect in the signal ratio, with a control signal flat, not every such curve was filed as active; inconclusive = small, poorly fitted or top-dose-only effect, or effect the other way, or a change in a side signal; the % refers to the signal ratio
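Drosophila S3 cells got compounds at several concentrations plus oleic acid (400 uM solution). Laser-scanning cytometry with 488 nm excitation read lipid droplets at 500-530 nm and cells at 575-640 nm. Percent activity was relative to 20 uM Triacsin C.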
Lipid storage S3 cell count max = second read-out of Lipid storage S3, no call of its own (marks repeat the call); cell number change, %; measured here: cell count max response;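 cells counted by Cell Tracker Red CMTPX staining in the red channel; peak over a dose series mostly up to 46.1 µM; percent activity relative to internal control wells on each plate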
Active calls of the source: *; i = inactive; ? = inconclusive; · = not tested or not shown; & = joins results of further samples. % is scaled to controls: 0 for no effect and ±100 for the full control effect; potency is read from the fitted curve at half-maximal effect. Not all compounds are listed, so the mix of outcomes need not match the whole.

structure	Lipid storage S3	Lipid storage S3 cell count max
COc1ccc(NC(=O)CN(C)CC(=O)Nc2ccc(C)c(S(=O)(=O)N3CCCCC3)c2)cc1	?	·
CC(C)CCOc1ccc(C2=NNC(=O)CC2)cc1	?	·
COc1ccc(S(=O)(=O)N2CCOC2CNC(=O)C(=O)NCCN2CCOCC2)cc1OC (centres undefined)	?	·
CC(=O)NC1C(OCc2cccc(Br)c2)OC(COC(C)=O)C(OC(C)=O)C1OC(C)=O (centres undefined)	5.0%	8.0
Cc1cc(C)c(NS(=O)(=O)c2c(C)noc2C)c(C)c1	?	·
COc1cccc(-c2nc(N3CCN(c4ccccc4)CC3)c3ccccc3n2)c1O	-18.8%	-7.7
Cc1ccc(C)c(CN2C(=O)C3(OCCCO3)c3ccccc32)c1	4.7%	-15.3
Cc1cccc(-n2cc(CNCCN3CCOC3=O)c(-c3cccc(F)c3)n2)c1	?	·
CCOC(=O)N1CCN(C(=O)c2ccc(Cn3c(=S)[nH]c4ccc(Br)cc4c3=O)cc2)CC1	?	·
CC(Oc1ccc(Cl)cc1)C(=O)N/N=C/c1ccsc1 (centres undefined)	17.5%	4.4
O=C(O)c1ccc(-c2ccc(/C=C3\NC(=O)N(Cc4ccc(Cl)cc4)C3=O)o2)cc1Cl	-13.7%	-17.5
CCOC(=O)[C@H]1[C@H]2COc3ccc(Cl)cc3[C@@H]2N2C(=O)c3cc(Br)ccc3NC(=O)[C@@]12C	?	·
C=CCNC(=O)c1cnn(-c2ccccc2)c1-c1ccccc1	10.5%	10.2
NCCCC[C@H]1CNC(=S)N1CCCCC1CCCCC1	4.0%	1.5
NS(=O)(=O)c1cnccc1Nc1ccc(Cl)c(Cl)c1	17.6%	3.9
CCOC(=O)N1CCN(C(=O)c2cn(C)c3ccc(S(=O)(=O)N4CCOCC4)cc3c2=O)CC1	?	·
CCCCn1c(=O)n(C)c(=O)c2c(C(F)(F)F)cc(-c3ccncc3)nc21	?	·
Cc1cc(=O)[nH]c(N/N=C/c2ccc(F)cc2)n1	?	·
COc1ccc(-c2c(-c3ccccc3OC)oc3ccccc23)cn1	?	·
Cn1c(=NC(=O)C(C)(C)C)sc2cccc(F)c21	23.7%	-18.8

The list continues.
structure	Lipid storage S3	Lipid storage S3 cell count max
Cc1cccc(CCNC(=O)c2cc(S(=O)(=O)N3CCCC3)cn2C)c1	-1.2%	-19.0
c1ccc(Cn2cc(CN3CCCO3)c(-c3ccc4c(c3)OCO4)n2)cc1	?	·
CC(C)NC(=O)CN1CCC(O)(c2ccccc2)CC1	7.8%	13.5
CSc1ccc(CCNC(=O)C2CCCN(c3ncnc4c3nc3n4CCCCC3)C2)cc1 (centres undefined)	i	19.8
CCCCN(C)CC(O)Cn1cc(/C=C/C(=O)c2ccc(C)cc2)c2ccccc21 (centres undefined)	?	·
Cc1ccc(CNC(=O)C2CCCN(c3cnccn3)C2)cc1 (centres undefined)	?	·
COc1ncccc1-c1nnn(-c2ccc(Cl)nc2)n1	1.7%	14.0
COC(=O)c1cc(C(=O)Nc2ccc(Cl)cn2)cc([N+](=O)[O-])c1	1.2%	-11.9
Cc1ccc(S(=O)(=O)NC(=O)N(CCC#N)Cc2ccccc2)cc1	-11.3%	-0.9
O=C(NNC(=O)C1CC(=O)N(c2ccc3c(c2)OCCO3)C1)c1ccc(F)cc1 (centres undefined)	?	·
CCOc1ncccc1C(=O)OCC(=O)c1ccc(C)c(C)c1	-16.4%	-16.2
CCOC(=O)NC1=NCC(C)S1 (centres undefined)	?	·
Cc1nnc(SCC(=O)NC(C)(C)C)n1NCc1ccc(Cl)cc1	-2.3%	13.1
COCCNC(=O)C(c1ccc(F)cc1)N(C(=O)CCC(=O)Nc1ccccn1)c1cccc(C)c1 (centres undefined)	i	24.6
COc1ccccc1CNC(=O)COC(=O)c1cccc(S(=O)(=O)N2CCCC2)c1	?	·
O=C(c1ccco1)N(Cc1ccc(Cl)cc1)C1CCS(=O)(=O)C1 (centres undefined)	i	5.9
CCCCOC(=O)c1ccc(NC(=O)c2cnccn2)cc1	i	-14.8
O=C(Cn1cncn1)c1ccc(F)cc1F	?	·
Cc1ccc(-c2nc(N)c3c(-c4ccc(C)cc4)nn(C(C)(C)C)c3n2)cc1	?	·
COc1ccc(Nc2ncnc3ccccc23)cc1	i	25.8

Five compounds drawn at random from those above, as already listed:
structure	Lipid storage S3	Lipid storage S3 cell count max
Cc1cc(C)c(NS(=O)(=O)c2c(C)noc2C)c(C)c1	?	·
COc1cccc(-c2nc(N3CCN(c4ccccc4)CC3)c3ccccc3n2)c1O	-18.8%	-7.7
CC(C)NC(=O)CN1CCC(O)(c2ccccc2)CC1	7.8%	13.5
NCCCC[C@H]1CNC(=S)N1CCCCC1CCCCC1	4.0%	1.5
CCOc1ncccc1C(=O)OCC(=O)c1ccc(C)c(C)c1	-16.4%	-16.2

Further structures follow.
structure	Lipid storage S3	Lipid storage S3 cell count max
CC(=O)N1CCN(S(=O)(=O)c2cccc(C(=O)OCc3ccc(C(C)(C)C)cc3)c2)CC1	?	·
CCOC(=O)c1c(C)[nH]c(N=Nc2ccccc2C)c1C	?	·
CCOc1cc2c(cc1OC)C(c1cccc([N+](=O)[O-])c1)NCC2 (centres undefined)	?	·
COC(=O)[C@@H]1C[C@@]2(O)[C@H](O)[C@H](O)[C@H](O)C[C@H]2N1C/C=C/c1ccccc1	-0.5%	13.7
CC(C)C(NS(=O)(=O)c1cccc2nsnc12)C(=O)NCCC1=CCCCC1 (centres undefined)	?	·
Cc1cccc(-n2cnc(C(=O)N/N=C\c3ccc(Br)cc3)c2)n1	?	·
Cc1ccc(C(C)C)c(OCC(O)CN2CC(C)OC(C)C2)c1 (centres undefined)	-15.0%	-0.2
CCOC(=O)c1ccc(NC(=O)N2CCN(c3cccc(OC)c3)CC2)cc1	-0.1%	1.0
O=C(CN1CCN(c2ccccc2F)CC1)NCc1ccccc1	?	·
O=C(COC(=O)c1ccccc1SCC(=O)NC1CCCCC1)NC1CCCCC1	i	22.5
CC1(C)Cc2c(sc(NC(=O)c3ccco3)c2C#N)CO1	23.9%	8.4
CCc1nc2c(cnn2-c2ccc(Cl)cc2)c(=O)n1-c1ccc2c(c1)OCCO2	?	·
CCOc1ccc(C(=O)Oc2cc(C)[nH]c(=O)c2[N+](=O)[O-])cc1	6.4%	11.4
CN(C)S(=O)(=O)c1ccc(S(=O)(=O)N2CCCC2)cc1	?	·
CS(=O)(=O)N(CC(=O)Nc1ccccc1Cl)c1ccc(Cl)cc1	3.6%	4.4
CCn1c(COc2ccc(=O)n(-c3ccccc3)n2)nnc1SCC(=O)OC	?	·
CC(C(=O)Nc1nccs1)c1ccc([N+](=O)[O-])cc1 (centres undefined)	-0.7%	·
COc1ccc(CN2C(=O)c3cccnc3C2Nc2ccc(C)cc2)cc1 (centres undefined)	?	·
Cc1ccc(C(=O)NNC(=O)c2ccc(SCC3CCCO3)c([N+](=O)[O-])c2)cc1 (centres undefined)	?	·
CCN1C(=NCCOC)N[C@@H](c2cccc(F)c2)C(C(=O)OC)=C1C	-19.7%&19.4%	2.4&-8.1

Carrying on:
structure	Lipid storage S3	Lipid storage S3 cell count max
Cc1ccc(Nc2nc(/N=C/N(C)C)n[nH]2)cc1C	?	·
CCc1ccc(C2C(C#N)=C(N)C(C#N)(C#N)C3=CCC(C(C)(C)C)CC32)cc1 (centres undefined)	?	·
O=C(Cc1cccs1)NCCS(=O)(=O)N1CCN(c2cccc(Cl)c2)CC1	i	-20.2
CC(=O)Nc1ccc(NS(=O)(=O)c2ccc3c(c2)oc(=O)n3C)cc1	?	·
C=CCc1ccc(OCCn2nnc3ccccc32)c(OC)c1	?	·
COn1c(-c2ccc(Cl)cc2)nc2ncccc21	?	·
O=C(CCc1ccc(S(=O)(=O)N2CCOCC2)cc1)Nc1ccc2ccccc2c1	?	·
Cn1nc(C(=O)NNC(=O)CCc2ccccc2Cl)c2ccccc2c1=O	?	·
CCCNS(=O)(=O)c1ccc2c(c1)CCCN2C(C)=O	11.0%	-1.4
CCCC(CCC(=O)Nc1cc([N+](=O)[O-])ccc1O)C(=O)O (centres undefined)	?	·
Cc1ccc(CSCC(=O)N/N=C/c2ccc(OCC(=O)Nc3ccc(C)cc3)cc2)cc1	?	·
O=C(/C=C/c1ccco1)Nc1ccccc1N1CCCC1	2.6%	·
O=S(=O)(Nc1nc2ccccc2nc1Cl)c1ccc2ccccc2c1	?	·
CN(C)Cc1nc2ccccc2c(=O)n1Cc1nc(-c2cccc([N+](=O)[O-])c2)cs1	?	·
Cc1ccc(C(=O)N/C(=C\c2ccco2)C(=O)N2CCOCC2)cc1C	i	-17.6
COc1ccc(C(=O)Nc2ccc(C(=O)OCC(=O)c3ccccc3)cc2)cc1	i	-21.1
CSc1nnc(-c2ccco2)n1-c1ccccc1	?	·
CCN(CC)CCn1c(N)cc(=O)[nH]c1=O	?	·
Cc1ccc(N2CC(C(=O)NC3CC3)CC2=O)cc1 (centres undefined)	i	24.2
Cc1cc(C(=O)N2CCN(c3ncccn3)CC2)nn1C	-8.3%	13.4

New compounds follow:
structure	Lipid storage S3	Lipid storage S3 cell count max
O=c1cc(N2CCc3ccccc3C2)[nH]c(=O)n1C1CCCCC1	17.3%	-8.9
CCC(=O)NC(Nc1nc2ccc(C)cc2s1)(C(=O)OC)C(F)(F)F (centres undefined)	14.6%	-8.1
CCCCN(C)CCCNC(=O)CN1N=C(c2ccc(Cl)cc2)CCC1=O	i	3.1
O=C(N/N=C/c1cccc(Oc2ccccc2)c1)c1ccc(O)cc1O	?	·
c1ccc(Nc2ccc3c4c(cccc24)CC3)cc1	?	·
Cc1cc(Cc2cc(C)c(N)cc2C)c(C)cc1N	?	·
CC(=O)OCC1OC(n2ccc3ccccc32)C(OC(C)=O)C(OC(C)=O)C1OC(C)=O (centres undefined)	?	·
Cc1nc(-c2cccc(S(=O)(=O)N3CCCCCC3)c2)cs1	?	·
O=C(c1ccc(Cl)cc1)C1CCCN(C(=O)/C=C/c2ccccn2)C1 (centres undefined)	10.7%	-14.6
CSc1ccccc1OCc1cc(C(=O)N2C[C@H]3CC[C@H]2C3)no1	?	·
CC(C)C(NC(=O)c1ccccc1NC(=O)c1ccco1)C(=O)O (centres undefined)	9.3%	22.5
COc1c2ccccc2nc2ccccc12	?	·
COc1cc(/C=N/NC(=O)C2COc3ccccc3O2)ccc1O (centres undefined)	-12.8%	-4.1
O=C(CC1S/C(=N/N=C/c2cccnc2)NC1=O)Nc1ccccc1 (centres undefined)	-3.1%	-4.4
CC(=O)N[C@@H](Cc1c[nH]c2ccccc12)C(=O)OCC(=O)Nc1ccc(S(=O)(=O)N(C)C)cc1	?	·
Cc1cc(C(=O)Nc2cnn(Cc3ccc(Cl)cc3Cl)c2)no1	1.6%	7.8
COc1ccc(C2CC(c3ccccc3)=NN2C(=O)COC(=O)c2cccc(S(=O)(=O)N(C)C)c2)cc1 (centres undefined)	1.9%	3.8
C[C@H](NC(=O)[C@@H]1Cc2ccccc2CN1C(=O)OC(C)(C)C)C(=O)NC1CCCCC1	i	-0.8
CCOC(=O)N1CCN(C(=O)c2ccc3c(SCC(=O)O)c4c(nc3c2)CCC4)CC1	?	·
Cc1ccc(S(=O)(=O)N2CCCC2C(=O)Nc2nc3ccccc3s2)cc1 (centres undefined)	i	·

(cont.)
structure	Lipid storage S3	Lipid storage S3 cell count max
CCOC(=O)[C@H]1[C@H]2COc3ccc(OC)cc3[C@@H]2N2C(=O)c3cc(C)ccc3NC(=O)[C@@]12C	?	·
O=C(Nc1cccc(Br)c1)c1ccn[nH]1	?	·
Cc1nc2c(=O)[nH]c(=S)n(C)c2nc1C	-1.0%	-11.7
O=C(NCCCN1CCOCC1)c1ccc(S(=O)(=O)Nc2cccc(C(F)(F)F)c2)cc1	?	·
COc1cccc(C(c2nnnn2CS(=O)(=O)c2ccc(C)cc2)N2CCN(C)CC2)c1OC (centres undefined)	?	·
Clc1cccc(-c2nnc(-c3ccccc3)o2)c1	?	·
C/C(=N\Nc1cc(C)nc(NCc2ccccc2)n1)c1ccc([N+](=O)[O-])cc1	?	·
CC1(C)CC(=O)C(C2NCCc3ccccc32)=C(O)C1 (centres undefined)	?	·
CC(=O)Nc1ccc(S(=O)(=O)Nc2cccc3[nH]ncc23)cc1	?	·
Cc1nc2ccc(NS(=O)(=O)c3ccccc3Cl)cc2s1	?	·
CCOC(=O)C1=CC[C@]2(C)c3c(c4ccccc4n3C)C(=O)C1N2C	?	·
O=C(/C=C/c1ccc(S(=O)(=O)N2CCOCC2)cc1)NCCc1ccc(C(F)(F)F)cc1	i	-14.0
O=C(O)c1nc2ccccc2nc1C(=O)O	12.6%	1.9
COc1cc2c(cc1OC)CN(C(=O)c1ccccc1C(=O)O)CC2	?	·
CCOC(=O)c1sc(=NC(=O)CCS(=O)(=O)c2ccccc2)n(C)c1C	?	·
OC(CN1C2=NCCCN2c2ccccc21)c1ccc(Br)cc1 (centres undefined)	?	·
O=C(Nc1ccc(N2CCN(C(=O)c3ccco3)CC2)c(Cl)c1)c1cccnc1	?	·
CCOc1ccc(C(C)NC(=O)c2ccccc2OCc2c(C)noc2C)cc1OCC (centres undefined)	?	·
